S3 lipid droplet: qHTS Assay for Lipid Storage Modulators in Drosophila S3 Cells; Drosophila S3 cells, BODIPY lipid droplet fluorescence, 18-24 h; cells fed with added oleic acid; AID 2685; actives 0.64% (n = 320,000); lipid storage change, negative = inhibition, % at the top dose, mostly 46.1 µM; hits show Potency in µM; active means well fitted inhibition curve with a large enough effect in the signal ratio, with a control signal flat, not every such curve was filed as active; inconclusive means small, poorly fitted or top-dose-only effect, or effect the other way, or a change in a side signal; the % refers to the signal ratio
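Drosophila S3 cells got compounds at several concentrations plus oleic acid (400 uM solution). Laser-scanning cytometry with 488 nm excitation read lipid droplets at 500-530 nm and cells at 575-640 nm. Percent activity was relative to 20 uM Triacsin C.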
S3 lipid droplet cell count max: second read-out of S3 lipid droplet, no call of its own (marks repeat the call); cell number change, %; measured here: cell count max response;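 cells counted by Cell Tracker Red CMTPX staining in the red channel; peak over a dose series mostly up to 46.1 µM; percent activity relative to internal control wells on each plate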
An asterisk follows results filed as active; i = inactive; ? = inconclusive; . = not tested or not shown. On the % scale 0 is the no-effect control and ±100 the full control effect; potency means the concentration at half of the fitted maximal effect. A portion of the library; rates above refer to the full screens.

SMILES	S3 lipid droplet	S3 lipid droplet cell count max
O=C(Nc1ncc([N+](=O)[O-])s1)c1cccc([N+](=O)[O-])c1	?	.
Cc1ccc2nc(-c3cccc(NC(=O)c4ccco4)c3)[nH]c2c1	?	.
COc1cc(C(=O)NCC(=O)N/N=C/c2ccc(OC(=O)c3ccco3)cc2)cc(OC)c1OC	?	.
CC(C)(C)c1csc(NC(=O)c2c(F)c(F)c(F)c(F)c2F)n1	?	.
O=C1c2ccccc2C(=O)N1CCCSc1nc2ccccc2o1	?	.
Cc1cc(C(=O)OCC(=O)NC2CCCCC2)c(C)o1	-12%	-6
Cc1cccc(OCCCN2CCCCCC2)c1	i	-11
CCN(CC)C(=O)/C(=C\c1ccc2c(c1)OCO2)NC(=O)c1ccc(Br)cc1	13%	7
COc1ccc(N2CCN(C(=O)c3oc4ccccc4c3C)CC2)cc1	?	.
COCCCNC(=O)CN(c1cc(OC)ccc1OC)S(=O)(=O)c1ccccc1	i	14
CC(C)(C)NC(=O)CN1CCC(O)(c2ccc3c(c2)OCO3)CC1	6%	7
CCCCC(=O)NC1(C(F)(F)F)NC(=O)N(Cc2ccccc2)C1=O (stereo not given)	?	.
COc1cccc2c(=O)n(CC(=O)NC3CCCC3)ccc12	?	.
O=C(NCC1CCCO1)c1cc(-c2ccco2)nc2ccccc12 (stereo not given)	?	.
O=C(/C=C/c1ccccc1)NCC(=O)N/N=C/c1cccs1	?	.
CCC(N1CCOC1=O)S(=O)(=O)c1ccc(C)cc1 (stereo not given)	26µM*	-16*
COc1ccc(Oc2ncc(CN3CCN(c4ccccc4)CC3)s2)cc1	?	.
O=C(Nc1nc2c(c(=O)[nH]1)CCCC2)C1CC1	i	.
COC(=O)CC1C(=O)NCCN1C(=O)CSc1nnnn1-c1ccc(Cl)cc1 (stereo not given)	-4%	9
O=C(CNC(=O)c1ccccc1)N/N=C/C=C/c1ccccc1	-3%	-2

A draw from above in order of number of heavy atoms, highest first:
SMILES	S3 lipid droplet	S3 lipid droplet cell count max
COc1ccc(Oc2ncc(CN3CCN(c4ccccc4)CC3)s2)cc1	?	.
O=C1c2ccccc2C(=O)N1CCCSc1nc2ccccc2o1	?	.
CC(C)(C)c1csc(NC(=O)c2c(F)c(F)c(F)c(F)c2F)n1	?	.
O=C(Nc1nc2c(c(=O)[nH]1)CCCC2)C1CC1	i	.

Continuation:
SMILES	S3 lipid droplet	S3 lipid droplet cell count max
Cc1ccc(S(=O)(=O)N2CCC(C(=O)OCC(=O)NC3(C#N)CCCCC3)CC2)cc1C	?	.
CCn1c(C)nc2cc(C(=O)NNS(=O)(=O)c3c(F)cc(F)c(Cl)c3F)ccc21	?	.
CCCCOC(=O)CNc1nnc(SCC(=O)OCC)[nH]c1=O	?	.
Cc1ccccc1N=C1NN=C(c2ccccc2F)CS1	?	.
O=C(c1cc2c(ccc3ccccc32)oc1=O)N1CCN(CCO)CC1	-4%	-3
CC(Sc1nc2ccccc2c(=O)n1CC1CCCO1)C(=O)NC(C)c1ccccc1 (stereo not given)	?	.
COc1ccccc1OCC(=O)OCC(=O)Nc1ncc(Cl)cc1Cl	?	.
Cc1[nH]nc2c1C1(CCC3(CC1)OCCO3)C(C#N)=C(N)O2	1%	9
c1coc(CSc2ncnc3c2oc2ccccc23)c1	23%	-9
COc1ccc(OCC(=O)N/N=C/c2ccc(OC)c(OC)c2C(=O)O)cc1	10%	2
CCOC(=O)c1sc(=NC(=O)c2cccc(C)c2)n(C)c1C	4%	.
Cc1ccccc1C(=O)NC1CCN(C(=O)N(c2ccccc2)c2ccccc2)CC1	-7%	6
COCCSc1ccccc1C(=O)N1CCN(Cc2ccc3c(c2)OCO3)CC1	i	1
O=C(Cc1ccc(F)cc1)Nc1nccs1	?	.
Nc1cc(N)nc(SCC(=O)NC2CCCCCCC2)n1	?	.
CCN(CC)S(=O)(=O)c1ccc(N=NC2=C(O)CC(C)(C)CC2=O)cc1	?	.
COc1ccc(C(=O)NNC(=O)C(=O)Nc2cccc3ccccc23)cc1	?	.
O=C(NCc1ccco1)C(=O)NCC1OCCN1S(=O)(=O)c1cc(F)ccc1F (stereo not given)	13%	17
CC(C)[C@H](NC(=O)OCc1ccccc1)C(=O)OCC(=O)N1CCN(c2ccc(F)cc2)CC1	i	4
CCN(CC(=O)Nc1c(F)cccc1F)C(=O)CSc1nc(C)cc(C)n1	?	.

A second format for seven compounds above:
smiles | S3 lipid droplet | S3 lipid droplet cell count max
CCOC(=O)c1sc(=NC(=O)c2cccc(C)c2)n(C)c1C | 4% | .
Cc1ccccc1C(=O)NC1CCN(C(=O)N(c2ccccc2)c2ccccc2)CC1 | -7% | 6
COCCSc1ccccc1C(=O)N1CCN(Cc2ccc3c(c2)OCO3)CC1 | i | 1
O=C(Cc1ccc(F)cc1)Nc1nccs1 | ? | .
Nc1cc(N)nc(SCC(=O)NC2CCCCCCC2)n1 | ? | .
CCN(CC)S(=O)(=O)c1ccc(N=NC2=C(O)CC(C)(C)CC2=O)cc1 | ? | .
COc1ccc(C(=O)NNC(=O)C(=O)Nc2cccc3ccccc23)cc1 | ? | .

(next part)
SMILES	S3 lipid droplet	S3 lipid droplet cell count max
Cc1noc(C)c1S(=O)(=O)N1CCC(C(N)=O)CC1	13%	-16
CC(Cl)C(=O)NNc1cccc(Cl)n1 (stereo not given)	-11%	1
CC(C)(C)C(=O)NC1CCN(C(=O)N2CCCC2)CC1	?	.
CCOc1ccc2[nH]c(C)c(CN3CCN(C)CC3)c(=O)c2c1	?	.
Cc1ccc(/C=C/C(=O)OCc2nc(N)nc(Nc3ccccc3C)n2)o1	26%	.
O=C(Nc1nc2c(Cl)ccc(Cl)c2s1)C1CC1	-15%	-6
CCOc1ccc(N2C(=O)CC(Sc3nnnn3-c3ccccc3)C2=O)cc1 (stereo not given)	?	.
CCO/N=C(/C)c1c(O)cc(C(C)(C)C)n(-c2ccccc2)c1=O	?	.
O=C(COc1ccccc1Cl)NC(=S)Nc1cccc(NC(=O)c2ccccc2Cl)c1	-16%	4
COc1cc(NC(=O)C2Cc3ccccc3CN2S(C)(=O)=O)cc(OC)c1 (stereo not given)	?	.
O=C(Nc1cccc(NC(=O)C2CCCO2)c1)c1ccco1 (stereo not given)	-6%	-13
COC(=O)c1cc(COc2ccc3c(c2)oc(=O)c2ccccc23)c(C)o1	?	.
O=C1CC(c2ccsc2)c2cc3c(cc2N1)OCCO3 (stereo not given)	?	.
CC1=CC(=O)C(C(C)C)=C/C1=N/OC(=O)c1cccc([N+](=O)[O-])c1	?	.
CC(C)Oc1ccc(CCC(=O)N/N=C/c2ccc3c(c2)OCO3)cc1	9%	0
Cc1ccc(N2C(=O)[C@@H]3[C@H](C2=O)C2CCCN2[C@@H]3C(=O)c2ccccc2)cc1 (stereo not given in full)	?	.
CCc1ccc(NC(=O)C2CCN(C(=O)N3CCOc4ccccc43)CC2)cc1	?	.
CCCCN(C(=O)CSCc1c(C)noc1C)c1c(N)n(CCCC)c(=O)[nH]c1=O	?	.
CN=CC1=C(O)CC(C)(C)CC1=O	?	.
O=C(COc1ccc2c(c1)CCC2)N1CCN(c2cccc(C(F)(F)F)c2)CC1	i	21
COc1ccc(CCNC(=O)c2noc(C(C)C)c2[N+](=O)[O-])cc1OC	?	.
CC1(C)Cc2c(sc3nc4n(c(=O)c23)CCC4)CO1	-19%	.
O=C(O)c1cc(S(=O)(=O)N(Cc2ccccc2)c2ccc(Cl)cc2)ccc1Cl	?	.
O=C(Oc1ccccc1Cl)c1ccccc1P(=O)(O)O	?	.
C/C(=N/NC(=O)c1nnn(-c2nonc2N)c1COc1ccccc1)c1ccccc1	?	.
COc1ccc(N2CCN(c3ncnc4sc(C(=O)NCC5CCCO5)c(C)c34)CC2)cc1 (stereo not given)	?	.
Cc1ccc(C)c(NC(=S)N2CCCCCC2)c1	1%	14
Cc1ccc(NC(=O)CN(Cc2ccco2)Cc2ccccc2O)cc1C	?	.
Cc1ccc(NC(=O)CCC(=O)N/N=C/c2ccccc2O)cc1	4%	.
CCOc1ccc(OCCC(=O)N(CC)CC(=O)NCc2cccs2)cc1	-11%	-10
COc1ccccc1CC(=O)NCCc1c[nH]c2ccccc12	0.23µM*	10*
O=C(COc1ccc(F)cc1Cl)Nc1nc(-c2ccccn2)cs1	?	.
Cc1ccccc1OCC(=O)NC(=S)Nc1ccc(N2CCOCC2)c(Cl)c1	?	.
Cc1cc(C)c(C)c(S(=O)(=O)N2CCN(CC(=O)c3c(N)n(Cc4ccccc4)c(=O)n(C)c3=O)CC2)c1C	?	.
Cc1ccc2cc(C#N)c(SCC(=O)NCC3CCCO3)nc2c1 (stereo not given)	?	.
COc1ccc(-n2nc(C(=O)NCC(=O)NCCc3ccc(OC)c(OC)c3)c3ccccc3c2=O)cc1Cl	?	.
O=c1c2ccccc2nnn1CCN1CCOCC1	-22%	-18
COc1ccc(N2C(=O)CSC23CCCCC3)cc1	0%	-4
Cc1cc(NC(=O)CSc2n[nH]c(CC(C)C)n2)no1	i	.
CC(=O)c1sc2nc(-c3cccs3)cc(C(F)(F)F)c2c1N	?	.
O=C(O)c1ccc(S(=O)(=O)c2ccc3c(c2)C(=O)N(Cc2ccco2)C3=O)cc1	?	.
O=C(CSc1nccc(=O)[nH]1)Nc1ccc(F)c(Cl)c1	i	.
CSc1cccc(NC(=O)CCCOc2ccc(Cl)cc2C)c1	6%	-2
CCOC(=O)C1CCN(c2c(NCCCN3CCCCC3)c(=O)c2=O)CC1	?	.
COC(=O)c1ccccc1N(C)S(C)(=O)=O	?	.
O=C1NCC(COc2ccc([N+](=O)[O-])cc2)O1 (stereo not given)	i	14
Cc1ccc(NC(=O)CC2S/C(=N/c3nccs3)N(C)C2=O)c(C)c1 (stereo not given)	?	.
O=C(Nc1nc2c(s1)CN(Cc1ccccc1)CC2)c1cccc(S(=O)(=O)N2CCc3ccccc32)c1	?	.
CS(=O)(=O)N(CC(=O)N1CCN(c2cccc(Cl)c2)CC1)c1cccc(F)c1	i	.
O=P(OC1CCCCC1)(OC1CCCCC1)C(O)c1ccc(Cl)cc1Cl (stereo not given)	i	20
O=C(Nc1ccncc1)c1ccccc1-c1ccccc1	?	.
CSc1nc(C)c(Cc2ccccc2)c(=O)[nH]1	-2%	-10
O=C(O)c1ccc(/C=C2\COc3ccccc3C2=O)cc1	i	-2
O=C(CSc1nc2ccccc2s1)NC1CCCc2ccccc21 (stereo not given)	1%	0
Cc1noc(C)c1C(=O)N1CCC(CO)(Cc2ccccc2)CC1	?	.
CCOc1ccc(NC(=O)Nc2cnccn2)cc1	-5%	-4
COc1ccc(/C=C/c2c(-c3ccc(OC)cc3)oc3ccc(-c4ccc(OC)cc4)cc23)cc1	?	.
COc1ccc(NC(=O)CN(c2cc(C)cc(C)c2)S(=O)(=O)c2c(C)noc2C)cc1	0%	10
COc1ccc(N2CCN(C(=O)c3ccc(SC)cc3OC)CC2)cc1	?	.
COc1ccc(/C=C(\NC(=O)c2ccc(C)cc2)C(=O)NCCCn2ccnc2)cc1OC	?	.
Later entries
SMILES	S3 lipid droplet	S3 lipid droplet cell count max
COc1ccc(CNC(=O)C2CCCN(C(=O)Nc3ccc(OC)cc3)C2)cc1 (stereo not given)	?	.
COc1cccc(C(C(=O)NC2CCCCC2)N(CCN2CCOCC2)C(=O)C2COc3ccccc3O2)c1 (stereo not given)	?	.
CSc1c(-c2ccccn2)c(N)nn1C(=O)C1CCC1	8%	-12
COc1ccccc1CCNC(=O)c1cccc(S(=O)(=O)N2CCc3ccccc3C2)c1	?	.
CCOc1ccc(OCC(=O)OCC(=O)Nc2ccccc2C#N)cc1	?	.
C=CCn1cnc2c(c1=O)c1nc3ccccc3nc1n2/N=C/c1cc(OC)c(OC)c(OC)c1	?	.
CCc1ccc(C2=NN(C(=O)OC)C(O)(C(F)(F)F)C2)cc1 (stereo not given)	-3%	.
Cc1cc(=O)[nH]c(SCc2cn3ccccc3n2)n1	?	.
CCSc1nsc(NC(=O)Nc2cccc(F)c2)n1	?	.
CS(=O)(=O)N1CCN(C(=O)c2ccc(Cl)s2)CC1	6%	14
Cc1ccc(CN2CC(C(=O)Nc3ccc(S(=O)(=O)Nc4cc(C)nc(C)n4)cc3)CC2=O)cc1 (stereo not given)	?	.
Cc1cc(Cl)c(S(=O)(=O)NCCC(=O)O)cc1OCC(N)=O	i	.
COCCN(C(=O)CSc1nnc(-c2ccccc2F)n1C)c1c(N)n(Cc2ccccc2)c(=O)[nH]c1=O	10%	-15
O=C(Nc1cccnc1)c1cc(-c2ccc(Br)cc2)nc2ccccc12	?	.
CCc1n[nH]c(=S)n1/N=C/c1ccccc1OCc1ccc(Cl)cc1	?	.
CS(=O)(=O)N1CC(C(=O)NC2CC2)Oc2ccc(Cl)cc21 (stereo not given)	?	.
COc1cc(NC(=S)N2CCN(S(=O)(=O)c3ccc(F)cc3)CC2)cc(OC)c1	?	.
COC(=O)c1sc(C(=O)OC)c(C(=O)OC)c1C(=O)OC	-1%	16
COc1cc2c(cc1OC)CN(C(C)C(=O)Nc1ccc(NC(C)=O)cc1)CC2 (stereo not given)	?	.
COc1ccc(SCCN2CC[C@@H](NC(=O)OCc3ccccc3)CCC2=O)cc1	7%	-6
CCOC(=O)c1sc(=S)n(C)c1NC(=O)c1ccccc1Cl	2%	-2
O=c1c2ccccc2cnn1CCOc1cccc(Br)c1	?	.
Nc1nnc(SCC(=O)OCc2ccccc2)s1	?	.

Screening results as filed in PubChem BioAssay.
